Salmonella PhoP GFP: Inhibition of PhoP regulon, Salmonella typhi GFP reporter cells, confirmation, 4 h (AID 1850) | Salmonella Typhi PhoP-promoter GFP reporter, fluorescence, 4 h; higher % means a stronger effect | inhibition, % at 50 µM, or IC50 in µM where a hit was titrated | 310,000 tested, 0.33% active; in the data active = a potency from the dose series; inconclusive = inhibition mostly from about 25% at the one dose, without a potency; inactive = the rest, 99 in 100 with inhibition below about 19%;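 also: 0% = induced wells with vehicle and 100% = uninduced wells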
inhibitors of VEEV: inhibitors of VEEV TC-83 cytopathic effect, confirmation, Vero cells (AID 588727); Vero cells, VEEV TC-83 cytopathic effect inhibition; higher % means a stronger effect; one-dose inhibition, % at 20 µM; IC50 in µM for titrated hits; 350,000 tested, 0.13% active; in the data active = a potency from the dose series; inconclusive = inhibition mostly from about 14% at the one dose, without a potency; inactive = the rest, 99 in 100 with inhibition below about 12%; also: strong numbers were not always called active
M. tuberculosis: growth inhibition of non-replicating M. tuberculosis (AID 488890); 320,000 tested, 0.39% active; Mycobacterium tuberculosis non-replicating, growth inhibition; higher % means a stronger effect; inhibition, % at 25 µM, or IC50 in µM where a hit was titrated; in the data active = a potency from the dose series; inconclusive = inhibition mostly from about 82% at the one dose, without a potency; inactive = the rest, 99 in 100 with inhibition below about 76%;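 also: plate controls were DMSO cells for no effect and high antibiotic wells for full effect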
M. tuberculosis HTS: M. tuberculosis growth inhibition, HTS (AID 449762); M. tuberculosis H37Rv growth inhibition, 7H9 media; higher % means a stronger effect; inhibition, % at 25 µM; hits with a dose series show IC50 in µM; 330,000 tested, 0.59% active; in the data active = a potency from the dose series; inconclusive = inhibition above about 70% without an active follow-up result;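 also: bacterial growth assessed after seven days of incubation; strong numbers were not always called active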
H1N1 NS1A inhibition: H1N1 influenza NS1A inhibitors, functional cell based assay (AID 504329) | NS1A functional cell-based assay, percent inhibition; higher % means a stronger effect | one-dose inhibition, % at 12.5 µM; IC50 in µM for titrated hits | 340,000 tested, 0.3% active; in the data active = a potency from the dose series; inconclusive = inhibition above about 27% without an active follow-up result; also: strong numbers were not always called active
inhibitors of VEEV 10K pilot screen: also measured in inhibitors of VEEV; calls as there; inhibition, %; measured here: 10K pilot screen inhibition
* = called active by the depositor; i = inactive; ? = inconclusive; / = not tested or not shown; & = joins results of further samples.

SMILES	Salmonella PhoP GFP	inhibitors of VEEV	M. tuberculosis	M. tuberculosis HTS	H1N1 NS1A inhibition	others
O=C(CN1CCN(Cc2ccccc2)CC1)Nc1cccc(S(=O)(=O)N2CCCCCC2)c1	-3%	0.5%	70%	34%	-11%
CCCC(C)C(=O)Nc1ccc(C(N)=O)cc1 (centres undefined)	-1%	0.9%	4%	2%	-1%
CC(C)NC(=O)c1ccccc1NS(=O)(=O)c1ccc(Br)s1	/	3.4%	/	/	-1%
O=C1CC(=O)C(n2cncn2)C(c2ccc(Cl)cc2Cl)C1 (centres undefined)	-4%	i	13%	5%	-6%
C=CCNC(=S)Nc1sc2c(c1C(=O)OCC)CCN(C(=O)OCC)C2	-7%	4.3%	2%	-2%	-12%
COc1ccc(N2CC(O)=C(c3nc(-c4ccc(Cl)cc4)cs3)C2=N)cc1	-5%	3.2%	-5%	0%	-4%
O=[N+]([O-])c1ccc2nc(SCc3cn4ccccc4n3)[nH]c2c1	-14%	1.8%	9µM*	-6%	-5%
CS(=O)(=O)Nc1ccc(-c2ccc(/C=C3\SC(N)=NC3=O)o2)cc1	-22%	1.1%	22%	1%	6%
Cc1cccc(-c2nc3c(c(SCC(=O)N4CCOCC4)n2)CCCC3)c1	0%	7.5%	-12%	-1%	-5%
COc1ccc(-c2nn(-c3ccccc3)cc2/C=C/C(=O)N2CCOCC2)cc1OC	4%	7.7%	8%	62%	19%
N#CC1(C(N)=O)OC12CCS(=O)(=O)c1ccccc12 (centres undefined)	/	0.3%	/	/	11%
Cc1ccccc1N1C(=O)c2ccccc2C1O (centres undefined)	-18%	0.9%	-4%	0%	4%
O=C(CNCc1ccccc1)NC1C2CC3CC(C2)CC1C3 (centres undefined)	5%	1.5%	/	7%	23%
O=C(O)CN1C(=O)/C(=C/c2ccc(SCc3ccccc3)o2)SC1=S	/	i	/	/	3%
Cc1ccc(NC(=O)CCC(=O)N/N=C/c2ccc(O)cc2O)cc1	5%	7.7%	-5%	9%	-19%

Overlap with the part before: 3 entries, followed by the next part.
SMILES	Salmonella PhoP GFP	inhibitors of VEEV	M. tuberculosis	M. tuberculosis HTS	H1N1 NS1A inhibition	others
O=C(CNCc1ccccc1)NC1C2CC3CC(C2)CC1C3 (centres undefined)	5%	1.5%	/	7%	23%
O=C(O)CN1C(=O)/C(=C/c2ccc(SCc3ccccc3)o2)SC1=S	/	i	/	/	3%
Cc1ccc(NC(=O)CCC(=O)N/N=C/c2ccc(O)cc2O)cc1	5%	7.7%	-5%	9%	-19%
COc1ccc(NC(=S)N(CCCN2CCOCC2)C(C)c2cc3cccc(OC)c3o2)cc1 (centres undefined)	3%	1.1%	3%	0%	17%
CSc1nc2ccc(NC(=O)NC(=O)c3c(F)cccc3F)cc2s1	9%	i	-6%	-2%	-18%
COc1ccc2c(CC(=O)N3CCc4cc(OC)c(OC)cc4C3)coc2c1	8%	1.1%	17%	5%	-5%
CCOC(=O)c1c(NC(=O)CSc2nc3c(c(=O)n(C)c(=O)n3C)n2C(C)C)sc(C)c1C	-11%	1.9%	1%	15%	4%
C#CCOCCOCCOCCNc1nc(N2CCN(C(=O)CCCCCCCCCCNC(=O)Cn3cc(C[C@@H](C)O)nn3)CC2)nc(N2CCN(C(=O)CCCCCCCCCCNC(=O)[C@H](CCCCN)n3cc(CCCC(=O)O)nn3)CC2)n1	5%	i	2%	-4%	-11%	inhibitors of VEEV 10K pilot screen=2.7
CCC1CCc2c(sc(NC(=O)c3ccco3)c2C(N)=O)C1 (centres undefined)	-10%	4.9%	23%	26%	9%	inhibitors of VEEV 10K pilot screen=4.9
COc1ccc(CCCC(=O)N/N=C/c2cccc(OC)c2O)cc1C	0%	4.7%	?	-1%	-6%
Nc1nnc(SCc2c(F)cccc2Cl)s1	9%	3.3%	-8%	-6%	-1%
Cc1c(NS(=O)(=O)c2ccc(N(C)C3CCCCC3)c([N+](=O)[O-])c2)c(=O)n(-c2ccccc2)n1C	-7%	0.3%	24%	-5%	5%
Cc1ccc(N(CC(=O)NC2CCCCC2)C(=O)CCCC(=O)Nc2ccccn2)cc1	8%	0.4%	9%	1%	5%
COc1cc(/C=C/C(=O)OCC(=O)c2ccc[nH]2)cc(OC)c1OC	/	5.0%	6%	10%	-16%
COc1ccc(CNC(=O)CSc2nnc(Cn3nnc4ccccc43)n2C)cc1	-1%	0.4%	1%	5%	-4%
O=C(Nc1ccc2c(c1)OCCO2)c1cc2ccccc2o1	3%	7.0%	70%	53%	-9%
Cc1ccccc1-n1c(Cn2c(=O)sc3ccccc32)nnc1SCC(=O)NCC1CCCO1 (centres undefined)	-13%	7.2%	6%	-6%	11%
CC(=O)c1cccc(N2C(=NC(=O)C3CCCCC3)SC3CS(=O)(=O)CC32)c1 (centres undefined)	0%	1.7%	8%	0%	-3%
CC(C)N(Cc1nc(-c2ccccc2)no1)C(=O)Cc1ccccc1	4%	1.6%	26%	2%	2%	inhibitors of VEEV 10K pilot screen=1.2
CCCCSCCCNC(=O)CS(=O)Cc1nc(-c2cccc(C)c2)oc1C (centres undefined)	-1%	2.0%	48%	?	2%
COc1ccc(CN2CCC(Cc3ccccc3)CC2)c(C)c1C	-3%	0.3%	56%	1%	1%
CC(C)NC(=O)C1CCCN(S(=O)(=O)c2ccc(-n3cnnn3)cc2)C1 (centres undefined)	0%	3.7%	9%	-18%	0%
COc1ccc(C2(C(=O)NCc3ccccc3Cl)CCOCC2)cc1OC	-9%	1.6%	-8%	0%	4%
CSC1=C(C#N)C(c2ccccc2Cl)C(C(C)=O)=C(C)N1 (centres undefined)	-3%	0.2%	30%	3%	-7%
[N-]=[N+]=NCCN1CCN(Cc2ccccc2)CCC1=O	12%	0.6%	7%	-10%	1%
CC(=O)Nc1ccc(C2NC(=S)N(c3ccccc3C(F)(F)F)C(C)=C2C(=O)N2CCOCC2)cc1 (centres undefined)	-8%	i	-7%	6%	9%
O=C(NCCc1ccc(C(F)(F)F)cc1)c1ccc(Cl)nc1	-14%	0.6%	67%	5%	-20%
CC1(C)NC(C)(C)c2nonc2/C1=N\O	-2%	i	0%	0%	12%
CN1CCN(c2ccc(-c3cccc(NC(=O)COc4ccccc4)c3)nn2)CC1	8%	6.0%	-9%	12%	0%
CCN(CC(=O)Nc1ccc(NC(C)=O)cc1)C(=O)c1c(C)nn(Cc2ccc(C)cc2)c1Cl	/	0.3%	/	/	-6%
O=C(c1ccccc1)N1N=C(c2ccccc2)CC1c1ccccc1O (centres undefined)	7%	8.4%	-3%	39%	4%	inhibitors of VEEV 10K pilot screen=5.4
O=C(CC1Oc2ccccc2NC1=O)NC1CC1 (centres undefined)	-14%	0.7%	-7%	0%	3%
CC(Oc1ccccc1)C(=O)Nc1cccc(F)c1 (centres undefined)	-6%	0.1%	59%	-5%	-10%
CCOC(=O)c1cn2nc(Oc3ccc(C(=O)OC)cc3)ccc2n1	6%	1.0%	11%	5%	-1%
CC(=O)NC(=S)Nc1cccc([N+](=O)[O-])c1	-12%	1.4%	26%	7%	6%
CC1CCCN(CCC(=O)Nc2ccc3c(c2)CCC3)C1 (centres undefined)	-4%	i	-3%	3%	5%
NC(=O)CN1C(=O)C(=O)N(Cc2ccccc2)C1=O	-14%	1.4%	-10%	7%	-30%
CC1CCN(C(=O)C2CCN(S(=O)(=O)c3cnc[nH]3)CC2)CC1	3%	i	-12%	-4%	1%
Cc1sc2nc(SCC(=O)NCCO)n(C)c(=O)c2c1C	2%	1.9%	-3%	0%	-6%
O=C(Nc1ccccc1C(=O)O)c1cc(S(=O)(=O)N2CCOCC2)cs1	-5%	0.2%	27%	-1%	10%
O=C(N/N=C/c1cc(Br)ccc1OC(=O)c1ccc(Br)cc1)c1ccncc1	5%	11%	75%	?	21%
Cc1c(C(=O)Nc2ccccc2)cn2c(nc3ccccc32)c1C#N	15%	1.7%	-3%	-5%	-9%
Cc1ccccc1C(=O)NNC(=O)C1CCN(C(=O)Nc2ccccc2)CC1	7%	i	-14%	-9%	12%
Nc1ccn(C2CC(O)C(CO)O2)c(=O)n1 (centres undefined)	5%	1.8%	-13%	4%	-3%
CCCCc1ccc(S(=O)(=O)NNC(=S)NCc2ccco2)cc1	-7%	0.3%	52%	-8%	6%
O=C(Nc1ccc(F)cc1)C(c1ccccc1)N1CCN(S(=O)(=O)c2ccccc2)CC1 (centres undefined)	-2%	3.0%	4%	-7%	13%
COC(=O)C(NC=O)C(O)(Cc1ccccc1)C(F)(F)F (centres undefined)	7%	3.2%	-2%	-3%	7%
Cc1ccc(NC(=O)CSc2nnc(NC(=O)C(C)C)s2)c(C)c1	-10%	7.8%	9%	0%	-11%
O=C(COc1ccccc1Cl)N(Cc1ccco1)C1CCS(=O)(=O)C1 (centres undefined)	-1%	i	6%	-16%	-11%
Cc1ccc(S(=O)(=O)N2CCN(C(=O)N(C)C)CC2)cc1C	3%	i	43%	-8%	-11%
CN(c1ncnc(N)c1[N+](=O)[O-])C1CCCCC1	-2%	i	8%	10%	3%
Cc1oc2c(CN3CCCCC3)c(O)ccc2c(=O)c1-c1ccc(Cl)cc1	-8%	0.8%	11%	6%	-21%
O=c1c2ccc(Cl)cc2[nH]c(=S)n1-c1cccnc1	-1%	i	1%	-6%	-2%
CSc1ncccc1C(=O)OCC(=O)NC(C)(C)C	5%	2.5%	-4%	13%	-2%
O=C(NNC(=O)c1ccccc1F)c1ccc2[nH]c(=O)c(=O)[nH]c2c1	7%	2.9%	-7%	-9%	-14%
O=C1c2ccccc2C(=O)N1OCCCN1C(=O)c2ccccc2S1(=O)=O	/	3.1%	/	/	-20%
C[C@]12C=CC(=O)C=C1CC[C@H]1[C@@H]3C[C@@H](O)[C@](O)(C(=O)CO)[C@@]3(C)C[C@H](O)[C@@]12F	-6%&3%	0.2%	-1%	9%	-3%
CCOC(=O)c1cc(-c2ccc(OC(F)F)cc2)nc2c1c(=O)[nH]c(=O)n2C	-1%	i	-6%	4%	-7%
Cc1ccc2c(COC(=O)c3ccccc3Cl)cc(=O)oc2c1	3%	2.1%	10%	2%	-25%
Cc1ccc(C(=O)Nc2ccncc2)cc1[N+](=O)[O-]	-3%	0.5%	-5%	-6%	-25%
Cc1nnc(SCCn2c(N(C)Cc3ccccc3)nc3c2c(=O)n(C)c(=O)n3C)s1	-6%	0.8%	8%	-11%	-4%
COc1ccc(OC)c(N/C=C2/CCCCC2=O)c1	0%	1.0%	7%	-4%	-9%
CCOc1ccccc1NC(=O)CCN(c1ccc(C)cc1)S(=O)(=O)c1ccccc1	2%	i	15%	1%	-3%

Structural class: the compounds so far containing a CF3 group (3)
SMILES	Salmonella PhoP GFP	inhibitors of VEEV	M. tuberculosis	M. tuberculosis HTS	H1N1 NS1A inhibition	others
CC(=O)Nc1ccc(C2NC(=S)N(c3ccccc3C(F)(F)F)C(C)=C2C(=O)N2CCOCC2)cc1 (centres undefined)	-8%	i	-7%	6%	9%
O=C(NCCc1ccc(C(F)(F)F)cc1)c1ccc(Cl)nc1	-14%	0.6%	67%	5%	-20%
COC(=O)C(NC=O)C(O)(Cc1ccccc1)C(F)(F)F (centres undefined)	7%	3.2%	-2%	-3%	7%

(cont.)
SMILES	Salmonella PhoP GFP	inhibitors of VEEV	M. tuberculosis	M. tuberculosis HTS	H1N1 NS1A inhibition	others
CCCN(CC(=O)Nc1ccccc1C)C(=O)C1CCN(C(=O)Nc2ccccc2)CC1	1%	1.5%	-13%	0%	8%
O=C(Nc1cccc(NC(=O)c2ccc(Cl)cc2)n1)c1ccc(Cl)cc1	-12%	i	-20%	2%	3%
CCCCc1nc2cc(C(=O)N(C)C(C)c3ccccn3)ccc2o1 (centres undefined)	/	1.9%	/	/	0%
COc1ccc(C2CC(O)(c3ccccc3)Oc3cc(OC)ccc32)cc1 (centres undefined)	10%	6.6%	-2%	4%	7%
CSc1ccccc1OCc1cc(C(=O)NCCC2=CCCCC2)no1	-15%	0.6%	7%	-4%	-7%
Cc1ncc([N+](=O)[O-])n1CCOC(=O)Nc1ccc([N+](=O)[O-])cc1	4%	0.7%	27%	10%	-8%
Cc1cccc(N2C(=O)c3cccc4cccc(c34)C2=O)c1	2%	1.1%	0%	0%	-7%
C=C(C)C1CC=C(C)/C(=N/NC(=O)c2cccc([N+](=O)[O-])c2)C1 (centres undefined)	-5%	0.5%	2%	1%	-4%

2 consecutive compounds out of the list so far:
SMILES	Salmonella PhoP GFP	inhibitors of VEEV	M. tuberculosis	M. tuberculosis HTS	H1N1 NS1A inhibition	others
CCCN(CC(=O)Nc1ccccc1C)C(=O)C1CCN(C(=O)Nc2ccccc2)CC1	1%	1.5%	-13%	0%	8%
O=C(Nc1cccc(NC(=O)c2ccc(Cl)cc2)n1)c1ccc(Cl)cc1	-12%	i	-20%	2%	3%

High-throughput results deposited in PubChem BioAssay by Southern Research Specialized Biocontainment Screening Center.

Hits appear at their usual frequency (roughly 1.5% active in at least one column).
